Screens as filed in PubChem.
mHTT-CaM PPI inh = mutant huntingtin-calmodulin interaction inhibitors – biochemical, AlphaScreen, primary screen. 3.6% of 190,000 active. AlphaScreen His-mHTT/GST-CaM binding, luminescence. inhibition, % at 15 µM. P42858;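 further: 0% = both proteins with DMSO and 100% = one protein alone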
Pf apPOL inh = Pf-apPOL inhibitors, biochemical, fluorescence | Plasmodium falciparum apicoplast DNA polymerase (apPOL) | Recombinant Pf-apPOL, molecular beacon fluorescence, 1.5 h | inhibition, % at 10 µM | 0.25% of 210,000 active
* marks the source's active call; other numbers are inactive results; & = joins results of further samples. No stated cut-off is given here; in the data, active means inhibition above about 50%; inactive means the rest. These rows are one share of the data; the hit share may differ from the screen's.

Preview (2 entries):
What do the screens show for `Cc1cccc(CN(CC(=O)N2CCN(C)CC2)S(=O)(=O)c2ccc(Cl)cc2)c1`?
mHTT-CaM PPI inh: 14; Pf apPOL inh: 2

How did CN(C)CC(O)COC12CC3CC(CC(C3)C1)C2 (configuration not stated) do in these assays?
mHTT-CaM PPI inh: -7; Pf apPOL inh: -9

The whole of this part, repeating the preview:
What do the screens show for `Cc1cccc(CN(CC(=O)N2CCN(C)CC2)S(=O)(=O)c2ccc(Cl)cc2)c1`?
mHTT-CaM PPI inh: 14; Pf apPOL inh: 2

How did CN(C)CC(O)COC12CC3CC(CC(C3)C1)C2 (configuration not stated) do in these assays?
mHTT-CaM PPI inh: -7; Pf apPOL inh: -9

How did O=C(COc1ccccc1F)NCCn1nc(-c2ccco2)ccc1=O do in these assays?
mHTT-CaM PPI inh: 2; Pf apPOL inh: -2

How did O=C(CSc1nc2[nH]ncc2c(=O)n1-c1cccc(C(F)(F)F)c1)Nc1ccc(Cl)cc1 do in these assays?
mHTT-CaM PPI inh: 21; Pf apPOL inh: 1

How did Cc1ccc(F)cc1NC(=O)CN1C(=O)C2CCCN2C(=O)c2ccc(F)cc21 (configuration not stated) do in these assays?
mHTT-CaM PPI inh: -3; Pf apPOL inh: -4

What do the screens show for `COc1cccc(N2CCN(C(=O)c3ccccc3F)C(C)C2=O)c1` (configuration not stated)?
mHTT-CaM PPI inh: -5; Pf apPOL inh: 2

How did COCCN1CCC(N2CCCN(C(=O)c3cc4c(s3)CCCC4)CC2)C1=O (configuration not stated) do in these assays?
mHTT-CaM PPI inh: 1; Pf apPOL inh: -1

What do the screens show for `CC1CN(C(=O)Nc2ccc(F)cc2F)CC1c1nc(-c2ccccc2)no1` (configuration not stated)?
mHTT-CaM PPI inh: -8; Pf apPOL inh: 4

What do the screens show for `COc1ccc(Cn2cc(CN3CC(N4CCN(C)CC4)CS3(=O)=O)nn2)cc1` (configuration not stated)?
mHTT-CaM PPI inh: -4; Pf apPOL inh: -3

Results for Cc1cc(C)c(OCC(O)Cn2cnc3cc(C)c(C)cc32)c(C)c1 (configuration not stated) ?
mHTT-CaM PPI inh: 85*; Pf apPOL inh: 2

Results for N#CC1=C(N)Oc2n[nH]c(C(F)(F)F)c2C1c1cccc([N+](=O)[O-])c1 (configuration not stated) ?
mHTT-CaM PPI inh: -2; Pf apPOL inh: -17

What do the screens show for `COc1ccc(-n2c(C)nc3cc(C(=O)NCC(OC)OC)ccc32)cc1`?
mHTT-CaM PPI inh: -3; Pf apPOL inh: -4

How did O=C(c1ccc(F)cc1)N1CCN(Cc2noc3ccccc23)CC1 do in these assays?
mHTT-CaM PPI inh: -6; Pf apPOL inh: 0

What do the screens show for `CC(=O)Nc1cccc(C2=NN(C(C)=O)C(c3cccs3)C2)c1` (configuration not stated)?
mHTT-CaM PPI inh: -7; Pf apPOL inh: -7

How did Cc1ccc(NC(=O)C(=O)NCC(c2ccc(F)cc2)N(C)C)c([N+](=O)[O-])c1 (configuration not stated) do in these assays?
mHTT-CaM PPI inh: -9; Pf apPOL inh: -6

Results for O=S(=O)(NCC(c1ccco1)N1CCc2ccccc2C1)c1ccc2c(c1)OCCO2 (configuration not stated) ?
mHTT-CaM PPI inh: 12; Pf apPOL inh: -2

What do the screens show for `CC(=O)N1CCCC1c1nc2cc(-c3ccc(F)cc3F)ccc2o1` (configuration not stated)?
mHTT-CaM PPI inh: 42; Pf apPOL inh: -4

Results for NNC(=O)COc1ccccc1 ?
mHTT-CaM PPI inh: -10; Pf apPOL inh: 3

What do the screens show for `Cc1ccc2c(c1)N(C(=O)Cn1nc3ccc(Sc4ccccc4)nn3c1=O)CCO2`?
mHTT-CaM PPI inh: -4; Pf apPOL inh: -4

Results for Cc1ccc(S(=O)(=O)c2cn(CC(=O)Nc3cccnc3)c3ccccc23)cc1 ?
mHTT-CaM PPI inh: 8; Pf apPOL inh: -1

How did COc1cccc(C(c2c(O)cc(C)oc2=O)c2c(O)cc(C)oc2=O)c1 do in these assays?
mHTT-CaM PPI inh: -1; Pf apPOL inh: -3

How did Cc1ccc(Cl)c(NC(=O)Cc2csc(C)n2)c1 do in these assays?
mHTT-CaM PPI inh: 0; Pf apPOL inh: -9

Results for COc1cc(C(=O)N2C(=S)C(c3ccccc3)=NC23CCCCC3)cc(OC)c1OC ?
mHTT-CaM PPI inh: 4; Pf apPOL inh: -3

Results for CCN(CC)S(=O)(=O)c1ccc(C(=O)Nc2c3c(nn2-c2ccc(F)cc2)CSC3)cc1 ?
mHTT-CaM PPI inh: 30; Pf apPOL inh: -1

What do the screens show for `COc1ccc(/C=C2/N=C(SC)SC2=O)cc1OC`?
mHTT-CaM PPI inh: 21; Pf apPOL inh: -13

How did CCOc1cc(C=O)cc(Cl)c1OCC(=O)O do in these assays?
mHTT-CaM PPI inh: 3; Pf apPOL inh: -15

What do the screens show for `CCCC[C@H]1[C@@H]2C[C@H]([C@H]3CCCCN31)[C@H](OC(=O)Nc1ccc(F)cc1)C2`?
mHTT-CaM PPI inh: -15; Pf apPOL inh: -5

Results for COc1ccc(CCNC(=O)C(=O)Nc2ccccc2C)cc1OC ?
mHTT-CaM PPI inh: 3; Pf apPOL inh: -8

How did NC(=O)c1c(NC(=O)c2ccc(Cl)cc2Cl)sc2c1CCCCCC2 do in these assays?
mHTT-CaM PPI inh: 6; Pf apPOL inh: 2

How did COc1cc(NC(=O)c2ccc(-c3ccccc3)cc2)c(OC)cc1NC(=O)c1ccccc1 do in these assays?
mHTT-CaM PPI inh: 2; Pf apPOL inh: -12

What do the screens show for `CS(=O)(=O)c1ccc2nc(NC(=O)c3ccc([N+](=O)[O-])o3)sc2c1`?
mHTT-CaM PPI inh: -15; Pf apPOL inh: -6

What do the screens show for `CN1CCN(CCC(=O)Nc2cccc(Cl)c2)CC1`?
mHTT-CaM PPI inh: 6; Pf apPOL inh: -5

Results for CCCN(CCC)Cc1cc(=O)oc2cc(OC)c(Cl)cc12 ?
mHTT-CaM PPI inh: -30; Pf apPOL inh: 2

How did O=C(Nc1nc(CN2CCc3ccccc3C2)cs1)c1cc2ccccc2o1 do in these assays?
mHTT-CaM PPI inh: 24; Pf apPOL inh: -3

Results for Cc1ccc2nc(-c3cccs3)c(NC(C)(C)C)n2c1 ?
mHTT-CaM PPI inh: -3; Pf apPOL inh: -8

What do the screens show for `C#CC(C)(CC)OCC(O)CN1CCCCC1` (configuration not stated)?
mHTT-CaM PPI inh: -1; Pf apPOL inh: -4

How did CCC(CC)C(=O)Nc1ccc(C(C)=O)cc1 do in these assays?
mHTT-CaM PPI inh: 0; Pf apPOL inh: 1

How did Cc1ccc(CNC(=O)CCS(=O)(=O)Cc2ccccc2Cl)cc1 do in these assays?
mHTT-CaM PPI inh: -1; Pf apPOL inh: -6

Results for COc1cccc(CNC(=O)C2(C)CCCN(C(=O)Cc3cccc(OC)c3)C2)c1 (configuration not stated) ?
mHTT-CaM PPI inh: -1; Pf apPOL inh: -1

What do the screens show for `COCCNc1ncnc2c1nnn2C`?
mHTT-CaM PPI inh: -4; Pf apPOL inh: -8

Filtered by structure, the compounds so far with a nitro group on carbon.
Results for N#CC1=C(N)Oc2n[nH]c(C(F)(F)F)c2C1c1cccc([N+](=O)[O-])c1 (configuration not stated) ?
mHTT-CaM PPI inh: -2; Pf apPOL inh: -17

How did Cc1ccc(NC(=O)C(=O)NCC(c2ccc(F)cc2)N(C)C)c([N+](=O)[O-])c1 (configuration not stated) do in these assays?
mHTT-CaM PPI inh: -9; Pf apPOL inh: -6

What do the screens show for `CS(=O)(=O)c1ccc2nc(NC(=O)c3ccc([N+](=O)[O-])o3)sc2c1`?
mHTT-CaM PPI inh: -15; Pf apPOL inh: -6

Going on with the list.
How did CC(=O)N1CCN(C(=O)c2cn3cc(-c4ccc(Cl)cc4)ccc3n2)CC1 do in these assays?
mHTT-CaM PPI inh: 18; Pf apPOL inh: -9

Results for CN1CCN(C2=Nc3cc(Cl)ccc3Nc3ccccc32)CC1 ?
Pf apPOL inh: -3

Results for O=S1(=O)c2ccc(N3CCSCC3)cc2Oc2ccccc2CN1Cc1cn(Cc2ccc(Cl)cc2)nn1 ?
mHTT-CaM PPI inh: 2; Pf apPOL inh: -2

What do the screens show for `O=C(C[n+]1ccc2ccccc2c1)c1ccc(-c2ccccc2)cc1`?
mHTT-CaM PPI inh: 3; Pf apPOL inh: -3

Results for CCn1ccc(C(=O)N2CCC(CCOC)CC2)n1 ?
mHTT-CaM PPI inh: -3; Pf apPOL inh: 3

Results for CCC(=O)N1CCN(c2nc3c(s2)CC(C(=O)NCc2cccc(Cl)c2)CC3)CC1 (configuration not stated) ?
mHTT-CaM PPI inh: 13; Pf apPOL inh: 4

How did CC(=NNC(=S)NCC1CCCO1)c1cccs1 (configuration not stated) do in these assays?
Pf apPOL inh: -17

What do the screens show for `O=C(NCc1cccnc1)c1cc2ccccc2o1`?
mHTT-CaM PPI inh: -1; Pf apPOL inh: -14

What do the screens show for `c1ccc(Nc2nc3c(s2)CCCC3)cc1`?
mHTT-CaM PPI inh: 22; Pf apPOL inh: -8&-12

How did COc1cc(C=C2Oc3c(ccc4c3CN(Cc3cccnc3)CO4)C2=O)cc(OC)c1OC do in these assays?
mHTT-CaM PPI inh: -2; Pf apPOL inh: -16

Results for Cc1ccc(N2C(=O)CSC2c2ccccn2)cc1C (configuration not stated) ?
mHTT-CaM PPI inh: 5; Pf apPOL inh: 0

What do the screens show for `CC1=NN(c2ccccc2)C(=O)C1=C1C(=O)N(c2ccccc2)N=C1C`?
Pf apPOL inh: 12

How did O=C(O)C(Cc1ccccc1)NS(=O)(=O)c1ccc(Cl)c(C(F)(F)F)c1 (configuration not stated) do in these assays?
mHTT-CaM PPI inh: -4&8; Pf apPOL inh: 2&-4

What do the screens show for `O=C(C1CCCC1)N1CCCCC1c1nncn1CC1CC1` (configuration not stated)?
mHTT-CaM PPI inh: -8; Pf apPOL inh: 4

Results for O=C1c2ccc([N+](=O)[O-])cc2C(=O)N1c1c[nH]c(=O)[nH]c1=O ?
mHTT-CaM PPI inh: -5; Pf apPOL inh: -1

How did Cc1ccc(N2C(=O)C(N3C(=O)c4cccc([N+](=O)[O-])c4C3=O)C2c2cccs2)cc1Cl (configuration not stated) do in these assays?
mHTT-CaM PPI inh: 19; Pf apPOL inh: 5

How did CCc1ccc(NC(=O)N2CC(c3nc(C)no3)C3(CCOCC3)C2)cc1 (configuration not stated) do in these assays?
mHTT-CaM PPI inh: -1; Pf apPOL inh: -11

How did CC(C)(CCOC(=O)c1ccc([N+](=O)[O-])o1)Nc1ccc(C(F)(F)F)cc1[N+](=O)[O-] do in these assays?
Pf apPOL inh: -2&1

How did O=C(c1ccccc1Br)N1CCc2nc(-c3ccccc3)ncc2C1 do in these assays?
mHTT-CaM PPI inh: 0; Pf apPOL inh: 1

What do the screens show for `COc1ccc2nc(SCC(=O)Nc3ccccc3Cl)[nH]c2c1`?
mHTT-CaM PPI inh: 0; Pf apPOL inh: -29

Looked up by structure from the entries so far, 6 records:
Results for O=C1c2ccc([N+](=O)[O-])cc2C(=O)N1c1c[nH]c(=O)[nH]c1=O ?
mHTT-CaM PPI inh: -5; Pf apPOL inh: -1

What do the screens show for `CC1=NN(c2ccccc2)C(=O)C1=C1C(=O)N(c2ccccc2)N=C1C`?
Pf apPOL inh: 12

What do the screens show for `O=C(C1CCCC1)N1CCCCC1c1nncn1CC1CC1` (configuration not stated)?
mHTT-CaM PPI inh: -8; Pf apPOL inh: 4

How did O=C(O)C(Cc1ccccc1)NS(=O)(=O)c1ccc(Cl)c(C(F)(F)F)c1 (configuration not stated) do in these assays?
mHTT-CaM PPI inh: -4&8; Pf apPOL inh: 2&-4

What do the screens show for `c1ccc(Nc2nc3c(s2)CCCC3)cc1`?
mHTT-CaM PPI inh: 22; Pf apPOL inh: -8&-12

What do the screens show for `O=C(NCc1cccnc1)c1cc2ccccc2o1`?
mHTT-CaM PPI inh: -1; Pf apPOL inh: -14

Continuation.
Results for O=C(c1ccccn1)N1CCC(c2nncn2-c2ccccc2)CC1 ?
mHTT-CaM PPI inh: -4; Pf apPOL inh: 2

How did CCc1ccccc1NC(=O)CN1CCC(c2nc(-c3cccc(F)c3)no2)CC1 do in these assays?
mHTT-CaM PPI inh: -7; Pf apPOL inh: 0

Results for COc1cc(NC(=O)c2ccccc2OC)cc(OC)c1 ?
mHTT-CaM PPI inh: -2; Pf apPOL inh: -2

How did CCc1noc(-c2cccnc2N2CCCN(Cc3ccc(Cl)cc3)CC2)n1 do in these assays?
mHTT-CaM PPI inh: -35; Pf apPOL inh: 1

How did CCc1cccc(NC(=O)c2cc3c(=O)n(CC)ccc3n2C)c1 do in these assays?
mHTT-CaM PPI inh: 4; Pf apPOL inh: -3

Results for CC1(CC(=O)Nc2ccccc2)Nc2ccccc2C(=O)N1c1ccccc1 (configuration not stated) ?
mHTT-CaM PPI inh: 7; Pf apPOL inh: 3

What do the screens show for `CCCCN(CC)C(=O)c1cc(OC)c(OC)cc1[N+](=O)[O-]`?
mHTT-CaM PPI inh: 2; Pf apPOL inh: -9

Results for O=C(CSc1ccc(-c2ccc(Cl)cc2)nn1)N1CCCc2ccccc21 ?
mHTT-CaM PPI inh: 46; Pf apPOL inh: -16

Results for COc1ccc(OC)c(/C=c2\sc3nc(-c4ccc(Cl)cc4)nn3c2=O)c1 ?
mHTT-CaM PPI inh: -4; Pf apPOL inh: 6

Results for c1ccc(Cc2nc3ccccc3o2)cc1 ?
mHTT-CaM PPI inh: -22; Pf apPOL inh: -2

What do the screens show for `COc1ccc(C)cc1NC(=O)N1CCc2nc3cc[nH]n3c(=O)c2C1`?
mHTT-CaM PPI inh: -4; Pf apPOL inh: -4

Results for O=[N+]([O-])c1cccc(S(=O)(=O)Nc2ccccc2CO)c1 ?
mHTT-CaM PPI inh: 0; Pf apPOL inh: -1

How did Cc1ccc(C(=O)N2CCN(c3nc(CN4CCOCC4)cs3)CC2)s1 do in these assays?
mHTT-CaM PPI inh: 8; Pf apPOL inh: -2

How did COc1ccccc1C1=N/C(=C\c2cccc(F)c2)C(=O)O1 do in these assays?
mHTT-CaM PPI inh: 1; Pf apPOL inh: -1

How did CC(C)CCNC(=O)c1cccnc1SCc1ccccc1Cl do in these assays?
mHTT-CaM PPI inh: 1; Pf apPOL inh: -3
